NPYLR7 agonist: agonists of mosquito NPYLR7 receptor, primary screen, cell-based, Aedes aegypti, calcium fluorescence, mosquito biting behavior. Aedes aegypti neuropeptide Y-like receptor 7 (NPYLR7). HEK293T NPYLR7/Galpha15, GCaMP6s calcium fluorescence. activation, % at 10 µM. 270,000 tested, 0.15% active. AID 1259423, 2018; in the data active = activation above about 40%;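 also: 0% = vehicle and 100% = reference agonist at the receptor; some compounds past the cut are filed as inactive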
mcGAS inh: cyclic GMP-AMP synthase inhibitors, mouse, primary biochemical chemiluminescence; recombinant cGAS, Kinase-Glo ATP depletion luminescence; inhibition, % at 12.5 µM; 160,000 tested, 0.15% active;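 also: 0% = negative control wells and 100% = reference inhibitor with no enzyme activity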
hcGAS inh: Primary biochemical luminescence assay for human cyclic GMP-AMP synthase inhibitors; inhibition, % at 12.5 µM; 290,000 tested, 0.081% active; Q8N884; recombinant h-cGAS, ATP depletion, Kinase-Glo luminescence; AID 1259398, 2018;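 also: 0% = vehicle reaction and 100% = reaction without DNA for no activity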
Target sequence (Q8N884 whole entry, looked up): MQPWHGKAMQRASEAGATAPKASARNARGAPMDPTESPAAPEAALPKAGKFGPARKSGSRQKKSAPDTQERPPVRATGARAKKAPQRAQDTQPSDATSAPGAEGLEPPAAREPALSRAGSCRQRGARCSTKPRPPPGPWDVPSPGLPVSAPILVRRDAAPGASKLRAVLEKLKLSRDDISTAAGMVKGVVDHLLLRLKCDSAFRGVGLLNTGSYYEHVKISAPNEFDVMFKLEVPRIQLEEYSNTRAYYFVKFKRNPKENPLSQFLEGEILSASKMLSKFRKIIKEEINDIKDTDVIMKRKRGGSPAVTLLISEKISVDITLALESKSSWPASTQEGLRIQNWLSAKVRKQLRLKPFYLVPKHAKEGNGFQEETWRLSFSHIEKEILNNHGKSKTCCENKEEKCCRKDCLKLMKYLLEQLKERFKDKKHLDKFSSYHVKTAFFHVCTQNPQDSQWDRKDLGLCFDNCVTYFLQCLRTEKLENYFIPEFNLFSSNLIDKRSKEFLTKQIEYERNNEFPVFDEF
* hit, by the source's call; · = not tested or not shown; & = joins results of further samples. Rule as the data show it, unless noted: active = inhibition above about 40%; inactive = the rest. The order is random (roughly 0.29% active in at least one column).

SMILES	NPYLR7 agonist	mcGAS inh	hcGAS inh
Cc1cccc(C)c1Oc1ncccc1CNC(=O)c1cnc2ccccn12	4	-15	-4
COc1ccccc1-c1nccn1Cc1ccc(N2CCCC2=O)cc1	-2	-10	-7
Cc1ccc(NC(=O)c2cc3ccccc3n2C)c(OCC(=O)N(C)C)c1	-5	·	4
Cc1nn(-c2ccc3nncn3n2)c2c1C(c1ccccc1OC(C)C)CC(=O)N2 (stereo unspecified)	-3	-2	2
CCc1nc(C2CCCN(Cc3csc(-c4ccoc4)n3)C2)no1 (stereo unspecified)	6	·	-8
Cc1ccc(C)c(C(=O)COC(=O)c2ccccc2C)c1	8	·	-11
Cn1cnc([N+](=O)[O-])c1N1CCN(c2ccc(O)cc2)CC1	1	·	2
COc1ccccc1/C=N\NC(=O)CSc1nnc(-c2ccccc2)n1-c1ccccc1	-5	·	-8
CC(C)CCN1CCC(N2CCN(S(C)(=O)=O)CC2)C1=O (stereo unspecified)	·	-5	-5
COc1ccccc1-c1cc(C(=O)N2CCCCC2C(=O)NCCc2ccccn2)no1 (stereo unspecified)	·	-1	0
CN1C(=O)NC(c2cccc(Cl)c2Cl)C2=C1CN(CC(=O)O)C2=O (stereo unspecified)	-12	·	-3
CC[C@@]1(O)C(=O)OCc2c1cc1n(c2=O)Cc2cc3cc(O)ccc3nc2-1	1&7	-4&-4	0&-4
O=C(O)c1cnc(N2CC[C@@H](N3CCCCCC3)[C@H](O)C2)c(Cl)c1	1	·	-7
CCN(CC)C(=O)C1CCCN(C(=O)CC(C)(O)CC)C1 (stereo unspecified)	8	0	0
CSCC[C@@H](CO)n1ccnc1-c1oc2ccccc2c1C	1	·	-2
CCOC(=O)c1cccc(NC(=O)N2CCC(Cc3ccc(OC)cc3)CC2)c1	2	-8	-3
CCCc1nc(N2CCN(C(=O)COc3ccc(Cl)cc3)CC2)c2c3c(sc2n1)CN(CC)CC3	-1	-2	0
CC1CC1C(=O)OCC(=O)NC(=O)NC1CCCCC1 (stereo unspecified)	6	·	-5
CC(=O)Nc1nnc(SCc2ccccc2Cl)s1	1	0	0
COc1ccc(/C=C2/C(=N)N3N=C(c4ccc(C)cc4)SC3=NC2=O)cc1	0	·	-1
CCOC(=O)N1CCC(NC2CCN(c3ccc(NC(=O)c4ccc5c(c4)OCO5)cc3)CC2)CC1	3	-13	-9
CNC(=O)CN1CCN(Cc2cc(C3CC3)n[nH]2)CC(O)C1 (stereo unspecified)	·	-5	-4
COc1ccccc1NC(=O)C(C)N1CCCCC1 (stereo unspecified)	-7	·	4
Cc1ccc(CNC(=O)CSc2ccc(-c3ccc(-n4cccn4)cc3)nn2)cc1	-3	-6	-3
Cc1ccc(NC(N)=Nc2nc3c(c(=O)[nH]2)CCCC3)c(C)c1	8	-6	-2
COC(=O)C1=C(O)/C(=C\c2cc(OC)cc(OC)c2)SC1=Nc1ccc([N+](=O)[O-])cc1	-5	-3	-7
CCOc1ccc(C2=NC(=Cc3ccccc3OC)C(=O)O2)cc1OCC	-4	-2	2
Cn1c(O)c(N=NC(=O)C2COc3ccccc3O2)c2ccccc21 (stereo unspecified)	-5	·	-2
CC(C)Oc1cccc(F)c1-c1ccc2ncnc(N3CCN(C)CC3)c2c1	3	-15	-4
N#CCSc1nc(-c2ccccc2)cc(=O)[nH]1	-1	1	4
Cn1cc(CC2CCN(C(=O)NCc3cc4ccccc4[nH]3)C2)cn1 (stereo unspecified)	4	·	-7
COc1ccc(-n2nnc(C(=O)OCc3ccccc3)c2C)cc1Cl	5	-7	-5
CSC(=S)N/N=C(/C)c1ccncn1	-5	·	-1
COc1ccc(-c2nc3ccc(C)cn3c2NC(=O)c2ccc(Cl)cc2)cc1	-4	-8	-8
CCOC(=O)C1(Cc2cccc(Cl)c2)CCCN(Cc2nccn2CC)C1 (stereo unspecified)	16&0	-2	-12&-1
CCOC(=O)c1nn(-c2ccccc2C)c(=O)cc1N1CCN(Cc2ccccc2)CC1	7	·	-3
CCc1nccn1CCC(=O)Nc1cc2c(C)cc(=O)oc2cc1C	20	-18	-6
COc1ccc(-c2cnc3ncnn3c2NCCCN2CCOCC2)cc1OC	33	-1	0
COc1ccc(-c2cc3c(cn2)nc(NCc2ccccc2)n3C)c(C)c1	-2	-5	-2
COC(=O)c1ccccc1NC(=O)CSc1nnnn1C1CC1	0	·	-4
CCc1nccn1CC(=O)N1CCC2(CCCN(C3CCOCC3)C2=O)C1 (stereo unspecified)	·	-4	-12
CCn1nc(C)c(NS(=O)(=O)c2cc(C(=O)O)cc(F)c2C)c1C	-1	·	-2
CCC(C)N(Cc1c(-c2ccccc2)noc1N1CCN(C)CC1)CC(O)CN1CCOCC1 (stereo unspecified)	-6	-1	4
O=C(NCCC1CCCO1)c1[nH]c2ccc(Br)cc2c1Cl (stereo unspecified)	9	-15	-10
COc1ccc(C(=O)NC2CCC(C)CC2)c(O)c1 (stereo unspecified)	-3	-16	-6
CCN1CCCC1CN(CC1CCN(CCOC)CC1)C(=O)c1cnn(CC)c1 (stereo unspecified)	10	·	-7
O=C1C2C3C=CC(C3)C2C(=O)N1c1cc([N+](=O)[O-])ccc1F (stereo unspecified)	-7	-6	2
Cn1c(C2CC2)nn(CN2CCOC3CCCCC32)c1=S (stereo unspecified)	3	·	-1
Cc1cccn2c(=O)c3cc(C(=O)N(C)C4CCCCC4)sc3nc12	9	·	-4
COC(=O)NC1CCN(c2ccccc2C(=O)NC2CCCc3ccccc32)CC1 (stereo unspecified)	11	-4	-2
Cc1cc(C)c(NC(=O)CCCS(=O)Cc2nnsc2Cl)c(C)c1 (stereo unspecified)	10&4	·	-6&-9
CCOC(=O)CN1C(=O)SC(=Cc2cc(Cl)c(OCC(=O)OC)c(OC)c2)C1=O	-1	7	-3
O=C1CN(C(=O)CNC2CCCc3ccccc32)c2ccccc2N1 (stereo unspecified)	-1	·	0&-2
O=C(COc1ccc(F)cc1)Oc1coc(CSc2ncccn2)cc1=O	-12	-6	-3
Cc1nc(C)c(-c2ccc(SCc3ccccc3F)nn2)s1	1	-5	0
CCCC1CCc2c(sc(NC(=O)Nc3ccccc3)c2C#N)C1 (stereo unspecified)	5	·	2
CC(=O)NC(Cc1ccccc1F)C(=O)N1CCN(Cc2ccc(-c3noc(-c4ccccc4)n3)cc2)CC1 (stereo unspecified)	7	2	3
O=C1NCCN2CCN(C(=O)Nc3ccc(-c4ccccc4)cc3)CC12 (stereo unspecified)	0	·	0
Cc1cc(F)ccc1Oc1cc(N2CCN(S(=O)(=O)c3ccccc3)C(C)C2)ncn1 (stereo unspecified)	10	-4	-9
CCn1cc(CNCc2c(C(=O)N3CCCCC3)nc3c(C)cccn23)cn1	-9	-7	-5

Later entries.
SMILES	NPYLR7 agonist	mcGAS inh	hcGAS inh
OC(CN1CCc2c(ncn2C2CC2)C1)Cn1cccn1 (stereo unspecified)	7	·	-6
COc1ccc(CCN2C(=O)N(CC(C)C)C(=O)C23CCN(Cc2ccco2)CC3)cc1	-14	3	3
CCc1[nH]c2c(CNC(=O)CCc3csc(N)n3)cc(C)cc2c1C	·	1	-2
CCOC(=O)Cc1n[nH]c(CNc2ccccc2)n1	-8	·	-6
COC(=O)C1CN(c2ccc(OC)cc2)N=C1C(C)=O (stereo unspecified)	11	·	-11
COC(=O)CC(C)C(=O)N1CCC(n2cccc2)CC1 (stereo unspecified)	11	·	-8
O=C(O)CC(c1ccc(F)cc1F)c1c[nH]c2ccccc12 (stereo unspecified)	-2	·	-1
CCn1c(C2CCCN(S(=O)(=O)CCc3ccncc3)C2)nn(C)c1=O (stereo unspecified)	0	·	-6
O=C1Nc2cc(F)ccc2C1=O	-2	-2	-2
CN1CCN(C(=CC#N)c2ccc(F)cc2)CC1	3	·	-6
CCNc1nc(OCCO)nc(N(C)C)n1	-4	·	1
O=c1c2c3c(sc2ncn1-n1cccc1)CCCC3	-8	·	-6
NC(=O)CN1c2cccc3cccc(c23)S1(=O)=O	106*	·	4
CSc1nc(N2CCCC2)c2cnn(CCNC(=O)Cc3ccc(Cl)cc3)c2n1	·	-6	-5
CCOCCOC(=O)C1=C(C)N(C)C(=O)NC1c1cc(Cl)c(O)c(OC)c1 (stereo unspecified)	6	·	4
O=C1/C(=C\c2ccccc2C(F)(F)F)CCc2[nH]c(=O)ccc21	1	·	-6
COc1ccc(/C=C2/C(=O)Nc3ccccc32)c(OC)c1	-5&8	0	4&-8
CC(C)c1cc(C(C)C)n(C2CCN(C(=O)Cc3c(F)cccc3F)CC2)n1	5	-6	-2
COc1ccc(/C=C2\SC(=S)N(C(Cc3ccccc3)C(=O)O)C2=O)cc1 (stereo unspecified)	-9	-1	4
Cc1noc(C)c1CN(C(=O)c1cccc(F)c1)c1ccccc1	0	-16	-5
Cc1sc2nc(C3CC3)nc(N3CCN(C(=O)NCc4ccccc4)CC3)c2c1C	-8	-4	-3
Cn1nnnc1SCC(=O)Nc1cc(F)ccc1F	9	·	-4
Cc1ccccc1CN1CCN(c2ncc(C(=O)Nc3cccnc3)s2)C1=O	-4	·	-1
O=S(=O)(O)c1nnc2n(Cc3ccccc3)c3ccccc3n12	-2	·	-5
CC(C)(C)c1ccc(C(=O)N=c2c(C#N)cc3c(=O)n4ccccc4nc3n2Cc2ccccc2)cc1	1	-6	-4
O=C(CNC(=O)C1CC1(c1ccccc1)c1ccccc1)Nc1ccc(Cl)cc1 (stereo unspecified)	-4	-3	-1
CC(C)NC(=O)N(Cc1ccccc1F)CC1CC(c2ccccc2Cl)=NO1 (stereo unspecified)	18	-4	-2
COc1ccc(NC(=O)c2sc3nc(-c4ccccc4)cc(C(F)(F)F)c3c2N)cc1	1	·	-9
COc1cccc(C2=NN(C(=O)CN3CCCC3)C(c3ccc(Cl)cc3)C2)c1 (stereo unspecified)	15	-2	-2
Cc1ccc2c(c1)c(C(=O)NCc1cccnc1-n1ccnc1)nn2C	·	1	5
O=C1c2ccccc2C(O)N1CCCn1ccnc1C(O)C(F)(F)F (stereo unspecified)	-1	·	0
Cc1cccc(N=Cc2nc(-c3ccc(Cl)cc3)oc2O)c1	-9	-4	-3
Cc1c(C(=O)N2CCN(c3ccccc3)C(=O)C2)cnn1-c1ncc2c(n1)-c1ccccc1CCC2	16	-11	-8
O=C(O)c1ccc(N=Nc2c(-c3ccccc3)[nH]n(-c3ccc([N+](=O)[O-])cc3)c2=O)cc1	-3	·	-3
Cc1cc(NC(=O)CC(C)C)nc2c1c(=O)oc1ccccc12	1	·	-10
OC1(CNc2nnc(C3CCC3)o2)CCCNC1 (stereo unspecified)	·	-1	-3
COc1ccc(-c2cc(C(=O)N3CCN(c4ccccc4F)CC3)n3nc(C(C)(C)C)cc3n2)cc1	13	-8	-9
CCCCCC(=O)NS(=O)(=O)c1sc(C)nc1C	-1	·	6
COc1ccc(-n2c(SCc3ccc(C(=O)NCc4ccco4)cc3)nnc2-c2cccs2)cc1	2	-4	-3
Cc1ccc(C)c(Cn2c(=O)c3c(nc4n(CCCl)c(C)cn34)n(C)c2=O)c1	4	-9	2
Cc1cccc(N2CCN(C(=O)CCc3c(C)nc4nc(N)nn4c3C)CC2)c1C	-3	·	-2
COc1ccc(NC2CCCN(C(=O)CCCc3ccc(Cl)cc3)C2)cc1OC (stereo unspecified)	5	-11	-11
O=S1(=O)CCC(=NNc2nc3ccccc3[nH]2)c2cc(F)ccc21	4	·	-3
C=CCNC(=S)NN=C1CCc2ccccc21	-6	·	-11
CCn1nc(C)cc1C(=O)Nc1cccc(N(C)C(C)C)c1	8	-7	-15
C=CCn1c(N2CCC(Cc3ccccc3)CC2)nc2c1c(=O)[nH]c(=O)n2C	3	·	-5
Cc1n[nH]c(=O)[nH]c1=O	-3	·	-4
CCc1cccc2c1N(Cc1nc(CCOC)no1)CCC2	0	·	-16
C=CCNc1oc(-c2ccccc2F)nc1S(=O)(=O)c1ccc(F)cc1	1	3	3
CCn1c(C2CCNCC2)nn(CCOc2ccc(C)cc2C)c1=O	-1	·	5
CCOc1ccccc1N1CCN(C(=O)CCN(c2nc(Cc3cccc(OC)c3)ns2)C(C)CC)CC1 (stereo unspecified)	-4	-6	-2

Ordered by molecular weight (highest first): 13 of the compounds above.
SMILES	NPYLR7 agonist	mcGAS inh	hcGAS inh
COc1ccc(-n2c(SCc3ccc(C(=O)NCc4ccco4)cc3)nnc2-c2cccs2)cc1	2	-4	-3
COc1ccc(-c2cc(C(=O)N3CCN(c4ccccc4F)CC3)n3nc(C(C)(C)C)cc3n2)cc1	13	-8	-9
COc1ccc(NC2CCCN(C(=O)CCCc3ccc(Cl)cc3)C2)cc1OC (stereo unspecified)	5	-11	-11
Cc1cccc(N2CCN(C(=O)CCc3c(C)nc4nc(N)nn4c3C)CC2)c1C	-3	·	-2
C=CCn1c(N2CCC(Cc3ccccc3)CC2)nc2c1c(=O)[nH]c(=O)n2C	3	·	-5
C=CCNc1oc(-c2ccccc2F)nc1S(=O)(=O)c1ccc(F)cc1	1	3	3
CCn1c(C2CCNCC2)nn(CCOc2ccc(C)cc2C)c1=O	-1	·	5
CCc1cccc2c1N(Cc1nc(CCOC)no1)CCC2	0	·	-16
CCn1nc(C)cc1C(=O)Nc1cccc(N(C)C(C)C)c1	8	-7	-15
CCCCCC(=O)NS(=O)(=O)c1sc(C)nc1C	-1	·	6
OC1(CNc2nnc(C3CCC3)o2)CCCNC1 (stereo unspecified)	·	-1	-3
C=CCNC(=S)NN=C1CCc2ccccc21	-6	·	-11
Cc1n[nH]c(=O)[nH]c1=O	-3	·	-4

Profiles from above.
Cc1n[nH]c(=O)[nH]c1=O in the list: NPYLR7 agonist: -3; mcGAS inh: ·; hcGAS inh: -4
CCn1c(C2CCNCC2)nn(CCOc2ccc(C)cc2C)c1=O in the list: NPYLR7 agonist: -1; mcGAS inh: ·; hcGAS inh: 5
